# HTT ATP protect: qHTS Multiplex Assay to Identify Dual Action Probes in a Cell Model of Huntington: Cytoprotection (ATP) | Potency, µM (titrated, usually from 56.4 µM), inactives show cytoprotection (ATP increase), usual class: activators | AID 1471, 2008 | PC12 HTT-Q103 induced, cytoprotection, ATP luminescence, 40 h | actives 0.14% (n = 230,000);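 further: % of control where 0% means no effect; nearly all actives have a fitted effect of over 45% in size; toxic huntingtin expression switched on by the ecdysone agonist tebufenozide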
#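 PC12 cells stably carrying ecdysone-inducible Htt exon 1 (Q103)–GFP were induced with 100 nM tebufenozide (final) alongside library compounds in a dose series. Cytoprotection was scored as retained ATP by ATPlite luminescence.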
# IMPase Li cell: qHTS Assay for Identifying the Cell-Membrane Permeable IMPase Inhibitors: Potentiation with Lithium; Potency, µM (highest dose often 59.4 µM), inactives show at the highest dose activity, negative = IMPase inhibition, hits mostly inhibitors; actives 0.35% (n = 210,000); CHO-M1 cells, IP1 TR-FRET (IP-One), carbachol + lithium;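 further: IP1 builds up when IMPase is blocked and the TR-FRET signal falls; plate controls were basal vehicle for no effect and high inhibitor control for full effect; nearly all actives have a fitted effect of over 50% in size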
#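 Test compounds were applied to CHO-M1 cells previously cultured for 16–30 h at 2000 per well. A small lithium amount accompanied them; after 30 min at 37C, IP1 was quantified by TR-FRET.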
# HttQ103 aggreg: qHTS Multiplex Assay to Identify Dual Action Probes in a Cell Model of Huntington: Aggregate Formation (GFP); PC12 HttQ103-GFP aggregates, Acumen cytometry, 40 h; Potency, µM (titrated, usually from 46.1 µM), inactives show top-dose activity change, negative = inhibition, hits mostly inhibitors; actives 1.1% (n = 220,000); AID 1688, 2009; further: on the % scale 0 is the no-effect control and ±100 the full control effect; nearly all actives have a fitted effect of over 60% in size
#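 PC12 cells with ecdysone-inducible HTT exon1 Q103-GFP, induced by 100 nM tebufenozide, given compounds in a concentration series. GFP aggregates (1–25 um, 6 SD above background) counted in lysates by laser-scanning cytometry, 488 nm excitation.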
# RGS12 GoLoco inh: qHTS Assay for Inhibitors of RGS12 GoLoco Motif Activity (Red Fluorophore) | Guanine nucleotide-binding protein G(i) subunit alpha-1 (Homo sapiens), P63096 | Gai1:RGS12 GoLoco peptide FP, rhodamine, 10 min | Potency, µM (doses to about 61.6 µM), without a hit: at the highest dose activity, negative = inhibition, most hits filed as inhibitors | actives 0.44% (n = 230,000) | AID 880, 2007; active means well fitted inhibition curve with a large enough effect, not every such curve was filed as active; inactive means no such curve, though single readings can be large or run the other way; further: on the % scale 0 is the no-effect control and ±100 the full control effect; nearly all actives have a fitted effect of over 30% in size; many of its hits are not listed in these tables
# Target sequence (P63096 whole entry, looked up): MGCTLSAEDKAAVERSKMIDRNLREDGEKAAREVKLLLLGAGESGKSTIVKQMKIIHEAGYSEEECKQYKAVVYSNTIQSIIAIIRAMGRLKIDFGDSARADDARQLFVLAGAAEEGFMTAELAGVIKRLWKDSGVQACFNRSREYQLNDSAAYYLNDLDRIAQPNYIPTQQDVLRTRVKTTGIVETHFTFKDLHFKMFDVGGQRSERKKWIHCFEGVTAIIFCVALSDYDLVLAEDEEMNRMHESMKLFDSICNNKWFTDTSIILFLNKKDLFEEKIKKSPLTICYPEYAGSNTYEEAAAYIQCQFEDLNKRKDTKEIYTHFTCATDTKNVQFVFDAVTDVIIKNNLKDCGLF
# aGlu spleen mod: qHTS Assay for Inhibitors and Activators of Human alpha-Glucosidase From Spleen Homogenate; Lysosomal alpha-glucosidase (Homo sapiens), P10253; human spleen homogenate, 4-MU-alpha-glucoside fluorescence; Potency, µM (series often up to 79.9 µM), for inactives: top-dose activity change, negative = inhibition, usual class: inhibitors; actives 0.006% (n = 240,000);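 further: 0% = enzyme with vehicle and -100% = no enzyme basal signal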
#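 Human spleen homogenate (1 ug) with 4-methylumbelliferyl-alpha-D-glucopyranoside (1 mM final) in 50 mM citrate/phosphate pH 5.0, 0.01% Tween-20; 40 min at 37 C. Stopped at pH 10; 4-MU fluorescence Ex 365/Em 440 nm; AC50 by Hill fit.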
# GAA inh: qHTS Assay for Inhibitors of Human alpha-Glucosidase as a Potential Chaperone Treatment of Pompe Disease | Potency, µM (doses to about 76.9 µM), for the others: top-dose activity change, negative = inhibition, most hits filed as inhibitors | Lysosomal alpha-glucosidase (Homo sapiens), P10253 | purified human GAA, 4-MU-alpha-glucoside fluorescence | actives 0.005% (n = 200,000) | AID 1466, 2008;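 further: plate controls were uninhibited enzyme wells for no effect and no-enzyme background for full effect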
#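 AC50 values come from Hill fits of compound titrations (up to 77 uM) against 4 nM human enzyme. Substrate 4-methylumbelliferyl-alpha-D-pyranoside at 400 uM, pH 5.0 citrate buffer, 20 min room temperature; fluorescence Ex 365/Em 440 after alkaline stop.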
# GAA glycogen: qHTS Assay for Inhibitors and Activators of Human alpha-Glucosidase Cleavage of Glycogen; Lysosomal alpha-glucosidase (Homo sapiens), P10253; recombinant GAA, glycogen substrate, Amplex Red glucose oxidase fluorescence; Potency, µM (highest dose often 76.4 µM), for the others: at the top dose activity change, negative = inhibition, actives largely listed as inhibitors; actives 0.38% (n = 300,000);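 further: 0% = full enzyme reaction and -100% = no-enzyme basal signal; the screen sought inhibitors and activators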
#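 Recombinant human alpha-glucosidase (4 nM final) hydrolysed bovine liver glycogen (30 ug) for 40 min at 37 C in pH 5.0 citrate/phosphate with 0.01% Tween-20. Released glucose detected by glucose oxidase/Amplex Red, Ex 573/Em 610 nm. Compounds up to 77 uM; AC50 from Hill fits.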
# * marks the source's active call; other numbers are inactive results; ? = inconclusive; nt = no result given; & = joins results of further samples; [ ] = dose if it differs, or a comment. Unless noted, the call rests on the fitted dose curve; in most records, active means well fitted curve in the direction sought with a large enough effect; inconclusive means small, poorly fitted or top-dose-only effect, or another doubt; inactive means no such curve, though single readings can be large; an effect the other way counts as inactive or inconclusive. Potency means the concentration at half of the fitted maximal effect. Only part of the results is shown (hit frequency here may not be typical).
SMILES,HttQ103 aggreg,aGlu spleen mod,GAA glycogen,HTT ATP protect,RGS12 GoLoco inh,IMPase Li cell,GAA inh
CCCCn1c(=O)c(C(=O)OCC)c(O)c2ccccc21,2%,0%,-10%,12%,-7%,-4%[38.3 µM],-11%
CCc1nnc(NC(=O)CSc2nc3cccnc3n2Cc2ccccc2)s1,-15%,-6%,-1%,6%[1.9 µM],3%,2%,-2%
Cc1ccccc1NS(=O)(=O)c1ccc(OCC(=O)N2CCCCC2)cc1,-5%,-10%,1%,-3%,6%,21%[38.3 µM],?
COc1cc(NC(=O)c2ccccc2)c(OC)cc1NC(C)=O,8%,-9%,0%,-4%,3%,17%[38.3 µM],11%
COc1cccc(C(=O)Cn2c(=N)n(C)c3ccccc32)c1,-23%,-7%,1%,-116%[inhibitor],0%,18%[38.3 µM],1%
Cc1[nH][nH]c(=O)c1N=Nc1ccccc1C#N,-8%,-12%,1%,-24%,-2%,7%,-6%
CSc1ccc2c(c1)[C@H](N1CCN(C)CC1)Cc1ccccc1S2,nt,6%,nt,-33%[inhibitor][1.9 µM],37%[activator],35%&18%[activator],nt
O=C1OCc2cccc([N+](=O)[O-])c21,-9%,2%,-10%,nt,5%,-6%,0%
CC(=O)c1ccc(N2CCN(C(=O)c3cc4c(s3)CCCC4)CC2)cc1,-26%,10%,20%,nt,6%,17%,-2%
CCCC[C@H]1C[C@@H]1[C@@H]1N(P(=O)(c2ccccc2)c2ccccc2)C[C@@](O)(c2ccccc2)CC12CC2,nt,4%,nt,-200%[inhibitor],8%,15%,nt
COc1ccc(N=C(C)c2sc3ccccc3c2O)cc1,9%[9.22 µM],1%,-4%,-19%[10 µM],8%,nt,nt
c1ccc(CCC2=NCCn3cccc32)cc1,-6%[9.22 µM],-2%,10%,-13%[0.074 µM],3%,14%[38.3 µM],-9%
Cc1ccc2nc(SCCC#N)nc(C)c2c1,-9%,-1%,-1%,-5%,10%,-2%[38.3 µM],-5%
Cc1ccc(-c2nnn(CC(=O)NC3CCCc4ccccc43)n2)cc1 (configuration not stated),-27%,-13%,2%,-40%[inhibitor],7%,-23%[38.3 µM],-13%
Nc1nc(-c2ccco2)nn1C(=O)c1cccnc1,-8%,6%,6%,-3%,2%,-17%[38.3 µM],6%
O=C(O)CCCC(=O)Nc1ccc(Br)cc1,15%[9.22 µM],1%,-1%,7%,5%,-9%[38.3 µM],2%
O=C(NCCCNc1ccc([N+](=O)[O-])cc1Cl)c1ccccc1F,-2%,-9%,4%,-103%[inhibitor],15%,2%,-3%
O=C(O)c1ccc(NS(=O)(=O)/C=C/c2ccccc2)cc1,-1%,-5%,-2%,-8%,5%,18%[38.3 µM],8%
COc1ccc(CCNC(=O)C(=O)NCCOc2ccccc2Cl)cc1OC,6%,7%,5%,22%[10 µM],0%,-1%,-9%
COc1ccccc1-c1cc(C(F)(F)F)nc(N2CCN(c3ccccc3)CC2)n1,-5%,-10%,2%,-12%,-7%,-4%[38.3 µM],-8%
CCCC(=O)NCCc1cc2c(C)ccc(C)c2[nH]c1=O,3%,-7%,-7%,-1%[10 µM],9%,1%,3%
O=C(O)COc1ccc2oc3ccccc3c2c1,-5%,3%,-2%,-19%,9%,4%,-5%
CC(=O)Oc1ccc2cc(-c3nc4ccccc4n3C)c(=O)oc2c1,-16%,?,-6%,-14%,-9%,-26%[38.3 µM],?
CC(=O)C1C(c2cccc(F)c2)c2c(n[nH]c2C)CC1(C)O (configuration not stated),-4%[9.22 µM],-5%,2%,12%[10 µM],-1%,nt,nt
CCOc1ccccc1NS(=O)(=O)c1ccc(OC)c(OC)c1,-25%,0%,-4%,-12%[1.9 µM],-2%,1%,1%
Cc1ccc(-n2c(-c3cc(-c4ccco4)[nH]n3)n[nH]c2=S)c(Br)c1,10%[9.22 µM],1%,?,3%[10 µM],0%,nt,nt
COc1ccc(/C=N/Nc2ncnc3sc4c(c23)CCCC4)cc1OC,-5%,-2%,2%,16%[10 µM],1%,3%,2%
COc1cccc(C(=O)NC2CCSC2=O)c1 (configuration not stated),17%,-4%,-21%,2%,-32%,-18%[38.3 µM],0%
CC(NC(=O)OC(C)(C)C)C(=O)Oc1cc2oc(=O)cc(-c3ccccc3)c2cc1Cl (configuration not stated),6.3µM*,-22%,1%,-27%[10 µM],4%,-7%,1%
COc1cccc(C2CC(C(F)(F)F)n3ncc(C(=O)NC(C)(C)C)c3N2)c1 (configuration not stated),10%,0%,13%,-4%,8%,-7%[38.3 µM],-2%
CC(=O)NCCn1c(SCC#N)nc2ccccc2c1=O,6%,-6%,-4%,3%,-1%,-5%[38.3 µM],-3%
CC(C)(C)n1nnnc1C(c1ccc2ncccc2c1)N1CCSCC1 (configuration not stated),nt,-16%,2%,-16%[10 µM],99%,16%[38.3 µM],2%
COc1ccc(S(=O)(=O)N2CCN(C(=O)NCc3ccccc3)CC2)cc1,-9%,-13%,-2%,-19%,6%,-1%[38.3 µM],-6%
O=C(NCc1cccs1)c1cc(-c2cccc(Cl)c2)on1,15%,-2%,3%,-6%,10%,-14%[38.3 µM],0%
Cc1ccc(-c2nc(CSCC(=O)N3CCN(c4ccccn4)CC3)c(C)o2)cc1,?,0%,-7%,-13%,11%,15%[38.3 µM],-4%
O=C(O)c1ccccc1N1C(=O)C2C3c4ccccc4C(Br)(c4ccccc43)C2C1=O (configuration not stated),-8%[9.22 µM],0%,1%,-11%[10 µM],8%,3%,-6%
c1ccc2c(c1)[nH]c1c(N3CCCC3)ncnc12,-32%,-10%,-13%,-5%,-19%,48%[activator][38.3 µM],2%
COc1ccc(/C(N)=N/OC(=O)c2cc(-c3ccccc3)nc3ccccc23)cc1,-3%,-5%,5%,-42%[inhibitor],9%,-4%[38.3 µM],4%
CCN(CC(=O)Nc1ccc2c(c1)OCCO2)S(=O)(=O)c1cccs1,-10%,-2%,-9%,-13%,89%[activator],45%[activator][38.3 µM],7%
COc1ccc(N(C(=O)c2ccc(Br)o2)C2C=CS(=O)(=O)C2)cc1 (configuration not stated),7%,-12%,13%,-21%,11%,3%[38.3 µM],-8%
COc1cccc(C(=O)Nc2ccc(S(=O)(=O)Nc3cc(C)nc(C)n3)cc2)c1,3%[9.22 µM],3%,-5%,-9%[10 µM],-3%,6%,8%
O=C1c2cccnc2Nc2ccccc2N1CCCF,-9%,-2%,10%,18%,3%,8%[38.3 µM],2%
COc1ccc(C(C(=O)NC(C)(C)C)N(Cc2ccccc2)C(=O)CCC(=O)Nc2cc(C)on2)cc1 (configuration not stated),nt,7%,-14%,nt,6%,4%,?
O=C(/C=C/c1ccc(O)cc1)c1cccs1,nt,?,nt,-20%[1.9 µM],8%,22%,nt
CCOC(=O)c1cnn(-c2c(Cc3ccccc3)c(C)nc3c(-c4ccccc4)c(C)nn23)c1N,12%,-14%,1%,11%,-4%,27%[38.3 µM],1%
Cc1ccc(SCCNC(=O)CN2C(=O)c3ccccc3S2(=O)=O)cc1,2%,-8%,1%,4%,11%,9%[38.3 µM],-10%
NNC(=O)C(=O)NCCCN1CCOCC1,7%,-3%,-8%,-30%,-8%,0%,3%
COc1ccc(C2C3=C(Nc4ncnn42)c2ccccc2CCC3)cc1 (configuration not stated),21%,-4%,1%,-24%[10 µM],nt,nt,3%

# Single records, from the list above:
# O=C1c2cccnc2Nc2ccccc2N1CCCF is listed as HttQ103 aggreg: -9%; aGlu spleen mod: -2%; GAA glycogen: 10%; HTT ATP protect: 18%; RGS12 GoLoco inh: 3%; IMPase Li cell: 8%[38.3 µM]; GAA inh: 2%
# COc1ccc(C(C(=O)NC(C)(C)C)N(Cc2ccccc2)C(=O)CCC(=O)Nc2cc(C)on2)cc1 (configuration not stated) is listed as HttQ103 aggreg: nt; aGlu spleen mod: 7%; GAA glycogen: -14%; HTT ATP protect: nt; RGS12 GoLoco inh: 6%; IMPase Li cell: 4%; GAA inh: ?

# (list continues)
SMILES,HttQ103 aggreg,aGlu spleen mod,GAA glycogen,HTT ATP protect,RGS12 GoLoco inh,IMPase Li cell,GAA inh
COC(=O)C1=C(C)NC(=O)NC1c1ccc(OCC(=O)N2CCCCC2)cc1 (configuration not stated),-18%,-26%,8%,7%,-15%,-8%[38.3 µM],2%
COc1ccc(-c2nc3cnc(Nc4ccccc4)nc3n(CCC#N)c2=O)cc1,nt,8%,nt,-1%,71%[activator],-23%,nt
COc1ccc(NC(=O)COC(=O)c2c(-c3ccccc3)noc2C)cc1,8%,3%,5%,-9%,-2%,0%[38.3 µM],?
CCOc1cc(N2CCOCC2)c(OCC)cc1NC(=O)COC(=O)[C@@H]1CCCN1S(=O)(=O)c1ccccc1F,8%,3%,6%,-29%,1%,7%,-33%
CCNC(=O)/C(C#N)=C/c1c(N2CCN(Cc3ccc4c(c3)OCO4)CC2)nc2c(C)cccn2c1=O,14%,4%,-1%,-7%[10 µM],4%,12%,?
Cc1nc2ccccc2c2nc(NC(=O)Cc3ccccc3)nn12,?,-3%,-6%,?,10%,17%[38.3 µM],-4%
O=C(O)CCSc1nc2ccccc2c(=O)[nH]1,16%,-10%,2%,-3%[10 µM],-9%,5%,-4%
Fc1ccc(-c2cc(C(F)(F)F)nc(-n3cc(Cl)cn3)n2)cc1,-12%,1%,2%,-36%[inhibitor],-6%,5%,4%
Cc1nc(N2CCOCC2)c(C#N)c2c1COC(C)(C)C2,-14%,-3%,2%,0%[10 µM],1%,1%,-5%
CCN(CCCCCCN)c1ccc2c(=O)[nH][nH]c(=O)c2c1,2%,0%,-1%,-40%[inhibitor],3%,3%,1%
Cc1ccc2c(c1)c(C)c(C)n2CC(O)Cn1nc(C)c(Br)c1C (configuration not stated),-6%,0%,-9%,-7%[0.074 µM],59%[activator],15%[38.3 µM],-17%
COc1ccc(N=Cc2c(O)c3ccccc3oc2=O)cc1,-7%,5%,-7%,9%[10 µM],140%[activator],-5%,8%

# From PubChem BioAssay
